# Bioassay records (PubChem BioAssay)
# p97 ATPase inh = inhibitors of human p97 ATPase, primary screen, biochemical | inhibition, % at 8 µM | Transitional endoplasmic reticulum ATPase (Homo sapiens), P55072 | recombinant p97 ATPase, Kinase-Glo ATP luminescence, 3 h | hit rate 0.42% among 220,000 | AID 1481, 2009; in the data active means inhibition above about 15%;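 further: 0% = DMSO vehicle and 100% = wells lacking enzyme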
# RBBP9 inh = human RBBP9 inhibitors, primary screen, biochemical, fluorescence polarization, FP-Rh probe, HTS; Serine hydrolase RBBP9 (Homo sapiens), O75884; recombinant RBBP9; inhibition, % at 7.94 µM; hit rate 0.2% among 220,000;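 active means inhibition above the campaign mean of all tested compounds plus 3 SD, cut at about 14% in these data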;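 further: plate controls were DMSO wells with RBBP9 for no effect and wells lacking RBBP9 protein for full effect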
# Target sequence (O75884 whole entry, looked up): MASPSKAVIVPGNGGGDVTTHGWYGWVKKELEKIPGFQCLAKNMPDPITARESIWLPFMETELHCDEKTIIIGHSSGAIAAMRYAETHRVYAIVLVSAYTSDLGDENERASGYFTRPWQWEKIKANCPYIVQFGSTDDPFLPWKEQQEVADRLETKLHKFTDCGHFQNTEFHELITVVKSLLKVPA
#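 Controls: DMSO-treated enzyme wells and wells lacking RBBP9 | Material: RBBP9 protein | Technique: Fluorescence polarization | Replication: Single well per compound, no replicates | Buffer or medium: Tris-NaCl-Pluronic buffer, pH 8.0 | Timing: 30 min compound preincubation, 45 min probe labeling, 25 °C | Read-out basis: Percent inhibition from mP, scaled between DMSO and no-protein wells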
# Furin inh = human furin inhibitors, primary screen, biochemical, fluorescence intensity; purified furin, fluorogenic substrate cleavage; hit rate 0.061% among 220,000; AID 463115, 2010; inhibition, % at 30 µM; in the data active means inhibition above about 25%; further: inactives centre near -15
# EP2 antag = human EP2 receptor antagonists, primary screen, TR-FRET cAMP, C6 glioma cells | hit rate 0.52% among 260,000 | C6 glioma cells expressing human EP2; cells stimulated with saturating PGE2 | Prostaglandin E2 receptor EP2 subtype (Homo sapiens), P43116 | inhibition, % at 25 µM;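 active means percent inhibition above 40 after rounding to a whole number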;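 further: rat C6 glioma host cells with rolipram phosphodiesterase inhibitor present; the protocol text gives 20 µM as final concentration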
# Target sequence (P43116 whole entry, looked up): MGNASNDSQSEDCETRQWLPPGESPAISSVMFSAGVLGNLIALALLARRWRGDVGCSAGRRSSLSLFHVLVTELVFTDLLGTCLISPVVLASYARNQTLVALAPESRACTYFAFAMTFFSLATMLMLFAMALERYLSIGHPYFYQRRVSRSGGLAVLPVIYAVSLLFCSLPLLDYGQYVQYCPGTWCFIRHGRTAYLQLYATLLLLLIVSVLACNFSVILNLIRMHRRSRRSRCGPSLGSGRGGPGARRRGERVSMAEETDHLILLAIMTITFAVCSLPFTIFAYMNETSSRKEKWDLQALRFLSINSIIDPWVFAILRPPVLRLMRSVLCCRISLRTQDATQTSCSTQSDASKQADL
# BaF3 parental = parental Ba/F3 cell viability inhibition, counter-screen for JAK2V617F inhibitor project, murine pro-B, CellTiter-Glo luminescence; CellTiter-Glo ATP luminescence; inhibition, % at 5.6 µM; hit rate 1.1% among 220,000; AID 1486, 2009;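 active means inhibition above a per-campaign cutoff, the mean inhibition of all tested compounds plus 3 SD, cut at about 27% in these data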;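 further: 0% = DMSO wells and 100% = JAK Inhibitor I control wells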
# p47phox inh = p47phox/p22phox peptide binding inhibitors, primary screen, biochemical, uHTS, NADPH oxidase regulatory subunit; Neutrophil cytosol factor 1 (Homo sapiens), P14598; fluorescence polarization, 2 h; inhibition, % at 24.7 µM; hit rate 0.53% among 220,000;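 active means inhibition above about 30%, limit read from the data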;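 further: 0% = p47phox with labelled peptide and 100% = labelled peptide alone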
# Target sequence (P14598 whole entry, looked up): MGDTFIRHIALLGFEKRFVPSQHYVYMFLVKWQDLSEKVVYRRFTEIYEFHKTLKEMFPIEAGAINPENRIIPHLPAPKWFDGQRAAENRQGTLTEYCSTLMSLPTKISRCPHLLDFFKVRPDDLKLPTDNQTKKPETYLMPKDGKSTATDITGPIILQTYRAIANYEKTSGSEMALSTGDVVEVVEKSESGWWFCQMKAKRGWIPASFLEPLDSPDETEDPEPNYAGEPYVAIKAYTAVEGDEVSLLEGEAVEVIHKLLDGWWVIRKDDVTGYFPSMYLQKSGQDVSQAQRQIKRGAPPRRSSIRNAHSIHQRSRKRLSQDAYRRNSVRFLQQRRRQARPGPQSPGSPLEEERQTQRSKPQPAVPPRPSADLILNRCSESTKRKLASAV
# PPC-1+TRAIL kill = compounds killing PPC-1 cancer cells with TRAIL present, primary screen, TRAIL potentiator project, ATPLite luminescence, uHTS; hit rate 0.41% among 220,000; AID 1443, 2008; PPC-1 cells + TRAIL, ATPLite viability luminescence; cell killing (% activity), % at 4 µM;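 active means cell killing above 50% in the first pass at 4 µM, then a duplicate retest at 5 µM averaging 50% or more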;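 further: plate controls were cells with TRAIL plus DMSO for no effect and medium-only wells lacking cells for full effect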
# TbHK1 inh = Trypanosoma brucei hexokinase 1 inhibitors, primary screen, biochemical, G6PDH-coupled NADH absorbance, MLSCN library; hit rate 0.11% among 220,000; AID 1430, 2008; hexokinase 1 [Trypanosoma brucei]; inhibition, % at 10 µM; recombinant TbHK1, G6PDH-coupled NADH A340;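 active means inhibition of 50% or more in the single-dose primary screen; inactive means inhibition below 50%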
# Ba/F3 V617F tox = reduced viability of JAK2V617F-dependent Ba/F3 cells, primary screen, JAK2V617F inhibitor project, cell-based, Ba/F3 EpoR-JAK2V617F, luminescence; ATP luminescence; hit rate 1.1% among 220,000; inhibition, % at 5.6 µM;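 active means inhibition above the campaign mean plus 3 SD over all tested compounds, cut at about 24% in these data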;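 further: cytokine-independent growth of Ba/F3 cells driven by EpoR plus mutant JAK2; 0% = DMSO-treated cells and 100% = JAK inhibitor I control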
# An asterisk follows results filed as active; nt = not tested or not shown; & = joins results of further samples; [ ] = dose if it differs, or a comment. Some of the compounds tested, so the mix of outcomes need not match the whole.
mol,Ba/F3 V617F tox,TbHK1 inh,Furin inh,p47phox inh,p97 ATPase inh,PPC-1+TRAIL kill,BaF3 parental,EP2 antag,RBBP9 inh
CCc1cc2c(=O)n(CC(C)C)cnc2s1,-4.5,-0.3,-32.6,-2.9,3.0,23.6,5.0,11.4,-5.3
Cc1cccc(OCC(=O)N2CCN(c3nnc(-c4ccccc4)c4ccccc34)CC2)c1,3.0,-2.4,-20.5,-7.1,1.1,11.8,-0.1,7.6,2.5
Cc1ccc(N(Cc2ccc(C(=O)Nc3ccccc3C(=O)NCc3ccco3)cc2)S(C)(=O)=O)cc1C,-2.9,-17.1,-4.6[20 µM],-14.0,1.5,21.6,4.4,5.2,-12.0
CCn1c(SCC(=O)Nc2ccc(NC(=O)c3cccs3)cc2)nnc1-c1cccnc1,0.0,-4.1,-22.4,-10.5,3.4,-7.6,1.0,16.8,-2.3
CCCN1C(=O)c2ccccc2NC1c1ccc(OC)cc1OC (stereo unspecified),2.3,2.5,-44.1,-3.0,0.5,21.1,6.9,-1.8,-11.9
CC1(C)Cc2nc3oc4c(=O)n(CC(=O)Nc5ccccc5)cnc4c3cc2CO1,4.0,-1.4,-14.3,-9.3,-1.6,23.2,8.9,2.0,1.9
CCOC(=O)C(C)NC(=O)Cn1ncc2c(=O)oc3ccc(C)cc3c21 (stereo unspecified),1.3,6.5,-18.1,4.4,-3.4,16.1,-3.4,5.5,-11.2
O=C(CCC(=O)N1CCN(S(=O)(=O)c2ccccc2)CC1)c1cccs1,-4.5,1.2,7.3[20 µM],-8.1,14.1,25.5,4.2,9.4,-3.3
Cn1c(=O)c2c(nc(SCc3cccnc3)n2Cc2ccc(F)cc2)n(C)c1=O,-1.1,-4.3,-5.5,-5.1,3.2,3.8,1.6,6.3,0.4
CCN(C(=O)CSc1nc2cc(C(F)(F)F)ccc2n1Cc1ccccc1)C1CCS(=O)(=O)C1 (stereo unspecified),-0.9,27.6,-4.1,-18.9,-0.1,1.4,5.8,8.4,-8.8
COc1ccc2nc(Nc3sc4c(c3C(N)=O)CCCC4)sc2c1,1.3,-9.7,-13.3,-24.2,0.2,21.8,4.4,1.8,-4.3
O=C(CSc1n[nH]c(-c2ccccc2)n1)c1ccc(O)c(O)c1,1.4,-8.4,-15.2,-12.9,8.3,-5.6,-3.0,6.8,-1.2
C=CCN(C(=O)c1ccccn1)C(C(=O)NCc1ccccc1)c1ccccc1F (stereo unspecified),-2.9,-3.2,-29.8,-2.7,4.2,0.5,3.3,2.8,1.6
CCc1ccc(S(=O)(=O)NCc2cn3c(C)csc3n2)s1,-2.3,-1.3,-21.1,-2.4,2.9,6.1,3.6,8.2,0.2
Cc1ccsc1/C=N/NC(=O)C1CC(=O)N(c2ccc(F)cc2)C1 (stereo unspecified),0.2,-24.5,-12.6,2.3,3.8,-15.8,-1.1,1.6,4.2
O=C(CNC(=O)C1COc2ccccc2O1)N/N=C\c1cccc(O)c1 (stereo unspecified),-2.0,0.3,-25.6,-8.2,5.0,25.3,4.7,10.7,-3.9
Fc1cccc(C2CC(c3cccc(Br)c3)Nc3nnnn32)c1 (stereo unspecified),-4.6,0.8,-15.2,-16.1,2.1,-6.0,-0.8,8.1,0.7
CCOc1ccc(OCC)c(NC(=O)CSCC(=O)O)c1,0.4,-2.7,-34.9,-2.8,0.5,-6.1,5.5,3.6,-10.5
Cc1cccc(C(=O)c2c[nH]cc2-c2ccccc2)c1,0.4,-3.6,-13.1,-7.3,-2.5,7.1,6.8,10.8,-7.7
COC(=O)NC(NC(=S)Nc1ccccc1OC)C(Cl)(Cl)Cl (stereo unspecified),1.7,-1.8,-17.3,-2.6,-1.8,4.8,8.3,10.3,0.8

# Given with each value named: entries from further up
Structure: CCCN1C(=O)c2ccccc2NC1c1ccc(OC)cc1OC (stereo unspecified)
  Ba/F3 V617F tox: 2.3; TbHK1 inh: 2.5; Furin inh: -44.1; p47phox inh: -3.0; p97 ATPase inh: 0.5; PPC-1+TRAIL kill: 21.1; BaF3 parental: 6.9; EP2 antag: -1.8; RBBP9 inh: -11.9

Structure: CC1(C)Cc2nc3oc4c(=O)n(CC(=O)Nc5ccccc5)cnc4c3cc2CO1
  Ba/F3 V617F tox: 4.0; TbHK1 inh: -1.4; Furin inh: -14.3; p47phox inh: -9.3; p97 ATPase inh: -1.6; PPC-1+TRAIL kill: 23.2; BaF3 parental: 8.9; EP2 antag: 2.0; RBBP9 inh: 1.9

# Further records follow:
mol,Ba/F3 V617F tox,TbHK1 inh,Furin inh,p47phox inh,p97 ATPase inh,PPC-1+TRAIL kill,BaF3 parental,EP2 antag,RBBP9 inh
Cc1ccc(-c2nnc(SCC(=O)O)n2N)cc1,-3.2,0.0,-23.7,4.1,2.2,-6.1,-1.0,6.5,-4.7
COc1ccc2c(=O)c(N3C(=O)c4ccccc4C3=O)coc2c1,4.3,1.2,-16.2[20 µM],-7.0,-5.1,6.3,1.0,3.0,-6.0
CCOC(=O)c1sc(NC(=O)CSc2nnc(Cc3ccccc3)o2)c(C#N)c1C,-1.6,16.7,-16.9[20 µM],-28.2,2.5,12.7,3.3,nt,-0.3
O=C(CSc1nnc(-c2cccs2)n1Cc1ccccc1)NCc1ccc2c(c1)OCO2,-0.6,-8.6,-10.3[20 µM],-8.1,-3.1,15.3,4.0,16.3,-3.9
CN(Cc1ccccc1)S(=O)(=O)c1ccc2c(c1)NC(=O)CC(=O)N2,-4.0,-1.3,-13.4,-6.0,2.0,6.5,2.9,6.5,3.0
Cc1cc(C(=O)NNc2ccc(C(C)C)cc2)n(C(C)(C)C)n1,-1.1,-2.5,5.8,-14.9,1.9,-12.2,-0.6,2.9,-7.6
CCOC(=O)C1CCCN(Cc2cccs2)C1 (stereo unspecified),2.8,-6.4,-18.4[20 µM],1.1,0.1,5.9,6.7,8.5,-0.9
COc1ccccc1C(=O)NNC(=S)Nc1ccccc1,0.5,-0.4,-7.8,-5.0,4.2,27.4,3.5,3.2,-1.0
Clc1ccc(NC2=NCCC2)cc1Cl,5.1,4.1,-2.8,-4.8,-5.3,-7.3,1.0,14.0,-5.5
CC1(C)CNC(=O)c2sc(NC(=O)CN3CCOCC3)nc2C1,-1.8,-0.3,-16.9[20 µM],-1.8,2.4,-0.9,1.3,4.4,0.0
CN(C)CCNC(=O)C(=O)NCC1OCCN1S(=O)(=O)c1ccc([N+](=O)[O-])cc1 (stereo unspecified),-1.6,0.1,-17.0,2.8,2.2,15.6,1.9,13.2,-2.1
O=C(Nc1ccc(NC(=O)c2ccccn2)cc1)C(=O)Nc1ccc2c(c1)OCCO2,-0.6,-12.5,-24.2,-47.2,1.6,-6.7,5.8,8.2,-5.5
O=C(Nc1ccc(N2CCN(c3ccc(O)cc3)CC2)cc1)Oc1ccccc1,-4.0,-7.0,-14.2[20 µM],-11.1,6.1,-8.9,6.7,0.9,-7.3
CC(C)n1c(Sc2nccn2C)nc2c1c(=O)n(C)c(=O)n2C,1.4,5.5,-20.6,-17.4,-3.5,16.0,3.7,11.6,-8.2
C=CCN(CC(=O)NCc1ccc(OC)cc1)C(=O)c1csnn1,3.8,-2.6,-24.7,-3.0,-0.6,17.8,6.3,3.6,3.6
CCc1[nH]nc2c1C1(CCOC1C)C(C#N)=C(N)O2 (stereo unspecified),-2.3,19.1,-18.0,1.9,5.1,6.4,4.3,8.0,6.7
O=C(N/N=C/c1ccc2nccnc2c1)c1ccc(Br)cc1,-2.4,-38.9,-23.6,-8.4,2.4,23.4,0.7,10.2,0.2
Cc1cccc(NC(=S)NC(=O)c2ccco2)n1,-0.2,-4.9,-11.5,-3.6,3.9,19.3,4.8,7.9,-0.8
CN(C)CCCN=C(NO)c1ccc(Cl)cc1Cl,-4.5,-11.8,-27.2,2.0,4.8,16.1,4.6,6.3,-2.5
CC(=O)Nc1ccc(S(=O)(=O)N2CCC(N(C)CCC(C)C)CC2)cc1,-1.0,1.2,-17.9,-8.6,8.3,8.5,1.9,19.1,-11.0
N#Cc1cc2c(nc1SCC(O)CS(=O)(=O)Cc1ccccc1)CCCC2 (stereo unspecified),2.5,6.8,8.8[20 µM],-7.5,-10.7,19.1,2.3,6.9,-6.7
CCOC(=O)CNC(=O)CNC(=O)Cn1ccc2ccccc2c1=O,-0.1,-8.6,-16.1[20 µM],-40.5,1.6,24.1,3.2,3.7,-3.0
Cn1c(-c2ccco2)nc2cc3ccccc3cc21,14.2,-34.4,-22.2,-5.1,-34.4,89.2*[5 µM],14.0,11.4&8.7,-6.5
COc1ccc(NC(=O)c2sccc2C)cn1,2.6,2.9,-20.6,8.4,-6.6,6.6,2.3,8.2,-4.7
COC(=O)c1sc(NC(=O)c2csc3c2CCCC3)nc1C,2.1,-0.7,-5.8[20 µM],-8.2,-9.3,9.2,6.3,9.5,-13.4
CCOc1ccccc1NC1c2ccccc2C(=O)N1Cc1ccco1 (stereo unspecified),-2.8,-3.4,3.7,-9.9,-0.4,-8.9,7.4,5.2,-10.9
O=C(Cc1ccc(Cl)cc1)Nc1nc2ccccc2[nH]1,-3.2,-6.6,-1.4[20 µM],0.7,4.6,7.5,0.8,4.4,5.6
Cc1sc2ncnc(-n3cnc4ccccc43)c2c1C,-5.5,-5.6,-26.7,-4.9,1.1,0.6,-3.9,13.2,-1.8
CC1=C(C(=O)OC2CCCCCCC2)C(c2ccc(O)cc2)NC(=O)N1 (stereo unspecified),-0.1,0.2,-5.2,nt,0.1,1.6,2.9,5.4,-3.9
S=C(Nc1ccccc1)NC1CCN(Cc2ccccc2)CC1,-4.2,-2.7,-25.6,-2.1,5.5,-0.6,-2.4,6.0,-5.5
Cc1ccccc1Nc1nc(N)nc(CN2C(=O)NC3(CCCCC3C)C2=O)n1 (stereo unspecified),2.4,-8.6,-11.8,3.3,0.4,2.9,8.0,16.2,2.0
O=c1[nH]cnc2scc(-c3ccc(Br)cc3)c12,-1.3,-5.0,-17.3,-3.9,5.5,-12.4,2.3,12.7,-1.0
O=C(N/N=C/c1ccc(Br)cc1)c1ccc(Br)o1,-2.0,-15.4,-10.1,-12.7,-2.3,16.0,0.1,5.6,-3.3
O=S(=O)(O)c1ccc(N2N=C(c3ccccc3)CC2c2ccccc2)cc1 (stereo unspecified),-1.5,-19.1,-178.3,-10.1,2.3,18.3,6.4,6.8,1.4
CCOc1ccc(NC(=O)Nc2cc(OCC(F)(F)F)cc(OCC(F)(F)F)c2)cc1,-1.4,0.5,-19.3,0.1,2.4,10.8,3.5,6.5,-3.5
Cc1cc(Cl)ccc1Oc1ccccc1C(=O)CC#N,-3.6,7.4,-19.2,-37.8,-0.7,-3.5,1.3,6.5,-14.4
CC(c1nc2ccccc2c(=O)[nH]1)N(C)CCOc1ccc(Cl)cc1 (stereo unspecified),-0.7,-13.2,-7.7,4.7,-7.8,-3.4,0.7,8.5,-11.9
